PLCg1 inh: blocks human PLC-gamma1 enzyme activity; purified PLC-gamma1, fluorogenic substrate, fluorescence; inhibition, % at 12.2 µM; 0.84% of 370,000 active; AID 720700; in the data active means inhibition above about 9.5%
Target sequence (P19174 whole entry, looked up): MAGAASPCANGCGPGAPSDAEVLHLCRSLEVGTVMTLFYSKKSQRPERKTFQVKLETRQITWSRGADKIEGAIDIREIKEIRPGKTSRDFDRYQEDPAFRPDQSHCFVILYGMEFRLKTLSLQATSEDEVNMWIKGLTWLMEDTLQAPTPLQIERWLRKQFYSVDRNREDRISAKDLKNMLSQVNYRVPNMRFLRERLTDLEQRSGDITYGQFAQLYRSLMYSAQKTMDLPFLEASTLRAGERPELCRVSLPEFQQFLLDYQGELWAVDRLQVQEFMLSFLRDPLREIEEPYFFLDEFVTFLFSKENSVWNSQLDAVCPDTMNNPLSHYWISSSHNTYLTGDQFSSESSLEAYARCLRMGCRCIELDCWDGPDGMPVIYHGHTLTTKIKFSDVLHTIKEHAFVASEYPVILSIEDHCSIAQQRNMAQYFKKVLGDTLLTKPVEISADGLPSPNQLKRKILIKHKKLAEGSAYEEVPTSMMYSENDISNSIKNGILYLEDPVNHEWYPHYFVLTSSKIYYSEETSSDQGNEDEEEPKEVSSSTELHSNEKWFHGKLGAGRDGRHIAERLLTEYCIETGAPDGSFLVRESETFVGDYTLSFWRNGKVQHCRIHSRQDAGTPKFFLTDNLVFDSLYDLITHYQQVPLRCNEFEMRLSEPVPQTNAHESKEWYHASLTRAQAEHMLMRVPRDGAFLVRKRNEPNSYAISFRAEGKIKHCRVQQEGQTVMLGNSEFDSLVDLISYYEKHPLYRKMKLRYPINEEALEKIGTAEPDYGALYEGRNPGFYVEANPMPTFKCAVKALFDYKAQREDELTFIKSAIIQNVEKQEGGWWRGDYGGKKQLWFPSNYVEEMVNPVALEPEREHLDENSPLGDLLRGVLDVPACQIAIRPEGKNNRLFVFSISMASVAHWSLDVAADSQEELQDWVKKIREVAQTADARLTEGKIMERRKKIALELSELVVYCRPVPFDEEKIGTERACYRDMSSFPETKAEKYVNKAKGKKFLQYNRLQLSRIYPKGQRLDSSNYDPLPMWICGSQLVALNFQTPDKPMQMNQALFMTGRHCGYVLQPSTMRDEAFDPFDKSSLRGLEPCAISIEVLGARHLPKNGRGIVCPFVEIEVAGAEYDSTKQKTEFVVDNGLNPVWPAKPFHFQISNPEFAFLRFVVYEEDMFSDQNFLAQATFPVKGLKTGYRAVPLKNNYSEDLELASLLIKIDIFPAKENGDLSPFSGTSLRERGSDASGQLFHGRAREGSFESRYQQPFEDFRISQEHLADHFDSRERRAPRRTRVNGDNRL
ASAP1 GAP inh: blocks human ASAP1-stimulated Arf1 GTP hydrolysis; AID 624377; Q9ULH1; inhibition, % at 16.5 µM; 0.19% of 360,000 active; GDP FP detection; in the data active means inhibition above about 25%;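 further: 0% = vehicle with enzyme and substrate and 100% = no enzyme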
PLC-beta3 inh: blocks human PLC-beta3 enzyme activity; Q01970; Purified PLC-beta3, fluorogenic substrate, fluorescence; inhibition, % at 12.2 µM; 0.18% of 370,000 active; AID 720704; in the data active means inhibition above about 11%;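 further: 0% = median of compound wells on plate and 100% = full blocker control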
DDE Tn7 FP inh: DD(E)-Tn7 binding inhibition, primary FP screen. 0.13% of 370,000 active. inhibition, % at 8.3 µM. AID 720508. FP displacement of FITC-Tn7 peptide from fibrin DD(E); 0% = median of compound wells per plate. P02675;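 active means inhibition above the mean of compounds falling within the control limits plus 3 SD of them, cut at about 14% in these data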;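 further: 0% = plate median of compound wells and 100% = 10 µM Aha-Tn7 peptide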
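assay system = human clot-derived fibrin DD(E) complex | quantity = Fibrin-DD(E) at 2 µM final | timing = 10 min preincubation, 3 h with tracer, room temperature | signal = fluorescence polarization | measure = percent inhibition | benchmarks = high control wells with 10 µM unlabelled Aha-Tn7 peptide (full inhibition) | replicates = singlicate testing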
TDP2 inh: TDP2 (human) inhibition, absorbance primary screen; O95551; recombinant TDP2, T5PNP hydrolysis, p-nitrophenol absorbance 415 nm; inhibition, % at 12.8 µM; 0.34% of 370,000 active; AID 720702;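 active means inhibition above the mean of all tested compounds plus 3 SD, set per campaign, cut at about 25% in these data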;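 further: 0% = DMSO with enzyme and 100% = buffer with substrate but no TDP2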
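test system = human TDP2 enzyme | input = TDP2 enzyme at 120 nM final | medium = 50 mM Tris-HCl pH 7.5 with Mg2+, KCl, DTT, BSA | also added = T5PNP substrate, 5 mM | times = 2 h at 37 °C | technique = epi absorbance | benchmarks = high control without enzyme, low control DMSO plus TDP2 | replication = each compound tested once, singlicate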
ADAM10 inh: inhibits human ADAM10; O14672; recombinant ADAM10, EDANS/DABCYL FRET peptide cleavage, 3 h; inhibition, % at 7 µM; 0.62% of 370,000 active; AID 720582;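 active means inhibition above a per-campaign cutoff equal to the mean of compounds falling between control-based bounds plus 3 SD, cut at about 20% in these data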;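 further: 0% = DMSO wells while the 100% control is not disclosed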
ADAM17 inh: inhibits human ADAM17; AID 720648; 0.83% of 370,000 active; recombinant ADAM17, EDANS/DABCYL FRET peptide cleavage; inhibition, % at 6.95 µM; P78536;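 active means inhibition above the mean of compounds lying between control limits plus 3 SD, set per campaign, cut at about 8.5% in these data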;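 further: 0% = DMSO-only wells as the low control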
ARFGAP1 inh: inhibitors of rat ARFGAP1 | 0.26% of 360,000 active | Arfgap1-stimulated ARF1 GTP hydrolysis, GDP FP detection | Q62848 | AID 651572 | inhibition, % at 16.5 µM;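 active means inhibition above a per-plate limit, mean inhibition of low control wells plus 3 SD, cut at about 25% in these data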;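 further: 0% = DMSO wells with enzyme and 100% = wells lacking Arfgap1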
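system = rat Arfgap1 catalytic domain, aa 1-136 | technique = FP, GDP Alexa 633 tracer displaced from anti-GDP antibody, 620/688 nm | compound = one concentration, 16.5 µM, DMSO 1.26% | medium = HEPES-based buffer, pH 7.5 | timing = compound-enzyme preincubation 20 min, reaction 120 min, detection 60 min, 25 °C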
Tn6 DDE FP: inhibitors of Tn6 peptide binding to human fibrin DD(E). P02675. Fibrin DD(E) TRITC-Tn6 fluorescence polarization displacement. inhibition, % at 8.3 µM. 0.21% of 370,000 active;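 active means inhibition above a per-campaign cutoff: mean of compounds within control limits plus 3 SD, cut at about 15% in these data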;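 further: 0% = median of all compound wells on the plate and 100% = blocking peptide control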
SIAE inh: inhibitors of human sialic acid acetylesterase SIAE | Q9HAT2 | SIAE FP-Rh probe binding, fluorescence polarization | inhibition, % at 9.66 µM | 0.69% of 370,000 active | AID 1053197;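 active means inhibition above a cutoff: mean of compounds within the control limits plus 3 SD of those, cut at about 17% in these data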;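 further: 0% = plate median of compound wells and 100% = probe without SIAE protein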
Starred values were filed as active, the others as inactive.

Preview (10 entries):
#1 Clc1ccc(C2CC(c3cccs3)n3ncnc3N2)c(Cl)c1 (stereo not drawn)
#2 COc1cc(C(=O)NC2CC(C)CC(C)(C)C2)cc(OC)c1OC (stereo not drawn)
#3 Cc1cc(C)c2[nH]c(=O)c(CN(Cc3ccco3)C(=S)NCC3CCCO3)cc2c1 (stereo not drawn)
#4 O=C(CN1CCN(c2ccc(F)cc2)CC1)Nc1ccccc1[N+](=O)[O-]
#5 COc1ccc(-c2csc(NC(=O)CN3C(=O)CCC3=O)n2)cc1OC
#6 O=C(CCC(=O)NCc1ccccc1)NCc1ccccc1
#7 CN(C)N=C1c2cc(S(=O)(=O)N(C)C)ccc2-c2ccc(S(=O)(=O)N(C)C)cc21
#8 CN(C)c1nc(C(N)=O)nc(N2CCOCC2)n1
#9 COc1ccc(NC(C)=O)c2nc(C)c(C)nc12
#10 Cc1ccc(N/C(N)=N/c2nc(CSc3ccc(C)cc3)cc(=O)[nH]2)cc1
Assay by compound	1	2	3	4	5	6	7	8	9	10
PLCg1 inh	0.1	5.3	-9.6	0.1	5.5	-3.5	1.5	-1.6	-2.5	1.1
ASAP1 GAP inh	8.8	13.1	2.5	3.6	-5.5	6.1	16.9	12.5	-1.2	-6.5
PLC-beta3 inh	1.6	11.6*	-16.6	-1.4	1.3	-6.0	-5.8	-0.9	-1.4	0.4
DDE Tn7 FP inh	-8.0	-10.5	-4.5	9.8	-10.2	-6.7	-2.5	6.2	-5.9	-2.5
TDP2 inh	-1.5	-12.2	-11.8	12.3	1.4	3.0	-6.4	9.1	-4.0	-5.1
ADAM10 inh	1.5	-16.7	-35.0	-5.1	12.2	2.6	-6.9	-6.1	9.8	5.8
ADAM17 inh	0.3	6.9	-6.0	-0.6	-0.7	-0.7	-0.2	-3.6	4.3	-2.7
ARFGAP1 inh	22.5	4.1	6.3	1.8	-7.1	4.1	8.1	-4.8	0.1	-10.4
Tn6 DDE FP	8.2	-3.1	-5.6	7.4	7.9	-4.3	4.6	-4.2	1.5	-2.3
SIAE inh	1.8	0.9	2.0	-0.7	0.6	-0.8	-0.1	0.1	4.5	0.3

The listing, repeating the preview:
#1 Clc1ccc(C2CC(c3cccs3)n3ncnc3N2)c(Cl)c1 (stereo not drawn)
#2 COc1cc(C(=O)NC2CC(C)CC(C)(C)C2)cc(OC)c1OC (stereo not drawn)
#3 Cc1cc(C)c2[nH]c(=O)c(CN(Cc3ccco3)C(=S)NCC3CCCO3)cc2c1 (stereo not drawn)
#4 O=C(CN1CCN(c2ccc(F)cc2)CC1)Nc1ccccc1[N+](=O)[O-]
#5 COc1ccc(-c2csc(NC(=O)CN3C(=O)CCC3=O)n2)cc1OC
#6 O=C(CCC(=O)NCc1ccccc1)NCc1ccccc1
#7 CN(C)N=C1c2cc(S(=O)(=O)N(C)C)ccc2-c2ccc(S(=O)(=O)N(C)C)cc21
#8 CN(C)c1nc(C(N)=O)nc(N2CCOCC2)n1
Assay by compound	1	2	3	4	5	6	7	8
PLCg1 inh	0.1	5.3	-9.6	0.1	5.5	-3.5	1.5	-1.6
ASAP1 GAP inh	8.8	13.1	2.5	3.6	-5.5	6.1	16.9	12.5
PLC-beta3 inh	1.6	11.6*	-16.6	-1.4	1.3	-6.0	-5.8	-0.9
DDE Tn7 FP inh	-8.0	-10.5	-4.5	9.8	-10.2	-6.7	-2.5	6.2
TDP2 inh	-1.5	-12.2	-11.8	12.3	1.4	3.0	-6.4	9.1
ADAM10 inh	1.5	-16.7	-35.0	-5.1	12.2	2.6	-6.9	-6.1
ADAM17 inh	0.3	6.9	-6.0	-0.6	-0.7	-0.7	-0.2	-3.6
ARFGAP1 inh	22.5	4.1	6.3	1.8	-7.1	4.1	8.1	-4.8
Tn6 DDE FP	8.2	-3.1	-5.6	7.4	7.9	-4.3	4.6	-4.2
SIAE inh	1.8	0.9	2.0	-0.7	0.6	-0.8	-0.1	0.1

#9 COc1ccc(NC(C)=O)c2nc(C)c(C)nc12
#10 Cc1ccc(N/C(N)=N/c2nc(CSc3ccc(C)cc3)cc(=O)[nH]2)cc1
#11 CCOc1ccccc1N(CC(=O)Nc1ccccc1Br)S(=O)(=O)c1ccccc1
#12 CCOc1ccc2[nH]c(SCC(=O)OC)c([N+](=O)[O-])c2c1
#13 O=C(Nc1ncccn1)c1cccc(F)c1
#14 CC(C)C(NC(=O)c1c(F)cccc1F)C(=O)NCC(c1ccccc1)N(C)C (stereo not drawn)
#15 CCOC(=O)/C(=C/c1c[nH]c2ccccc12)NC(C)=O
#16 CC(=O)c1ccccc1NC(=O)COC(=O)C1CCCN1S(=O)(=O)c1ccccc1F (stereo not drawn)
Assay by compound	9	10	11	12	13	14	15	16
PLCg1 inh	-2.5	1.1	1.1	-142.8	-2.4	0.6	0.4	-7.0
ASAP1 GAP inh	-1.2	-6.5	-12.5	5.2	-1.5	-3.3	10.9	9.5
PLC-beta3 inh	-1.4	0.4	-1.2	-191.0	-4.8	-6.9	3.9	-20.8
DDE Tn7 FP inh	-5.9	-2.5	2.8	6.7	0.3	5.1	7.8	-1.9
TDP2 inh	-4.0	-5.1	2.7	-4.0	10.6	11.5	0.7	13.1
ADAM10 inh	9.8	5.8	18.1	-14.7	-6.0	-6.8	2.5	3.1
ADAM17 inh	4.3	-2.7	7.6	-4.7	-4.0	-9.4	-1.6	-0.3
ARFGAP1 inh	0.1	-10.4	6.8	5.4	4.2	-6.2	0.7	2.5
Tn6 DDE FP	1.5	-2.3	5.7	-0.9	-4.5	-6.1	4.0	-3.6
SIAE inh	4.5	0.3	-2.4	-3.4	-4.8	1.6	5.2	4.5

#17 COCCCn1cc(C(=O)c2cc(Br)ccc2O)cc(C#N)c1=O
#18 O=C(NCCc1ccccn1)/C(=C/c1ccco1)NC(=O)c1ccccc1
#19 COc1ccc([C@H]2C[C@H](O)[C@@H](n3cc(C4CC4)nn3)CN2C(=O)c2cccs2)cc1
#20 CC(=O)c1cccc(NC(=O)CNC(=O)c2sc3ccccc3c2Cl)c1
Assay by compound	17	18	19	20
PLCg1 inh	-0.1	-7.8	1.0	-5.1
ASAP1 GAP inh	-4.1	5.1	-2.3	6.8
PLC-beta3 inh	3.2	-10.8	2.2	-14.3
DDE Tn7 FP inh	1.4	-1.9	-11.1	0.0
TDP2 inh	-5.7	-2.8	-1.4	2.2
ADAM10 inh	5.7	-9.2	-0.5	-5.4
ADAM17 inh	-2.9	-3.0	-2.3	-2.2
ARFGAP1 inh	-8.7	-0.3	0.2	6.0
Tn6 DDE FP	-4.4	4.8	3.6	2.5
SIAE inh	2.2	6.6	-5.6	-13.1

High-throughput results from PubChem BioAssay.
